# Bioassay records: PubChem BioAssay, IUPUI and University of Michigan
# ST2 IL33 inh – inhibitors of human ST2 (IL1RL1) binding to IL-33, primary screen, biochemical, AlphaLISA; Interleukin-1 receptor-like 1 (Homo sapiens), Q01638; AlphaLISA ST2-Fc/biotin-IL-33 interaction, 1 h; inhibition, % for hits at 17 µM; 2.3% of 78,000 active; in the data active means inhibition above about 30%; inconclusive means mostly about 10% to 28%
# Target sequence (Q01638 whole entry, looked up): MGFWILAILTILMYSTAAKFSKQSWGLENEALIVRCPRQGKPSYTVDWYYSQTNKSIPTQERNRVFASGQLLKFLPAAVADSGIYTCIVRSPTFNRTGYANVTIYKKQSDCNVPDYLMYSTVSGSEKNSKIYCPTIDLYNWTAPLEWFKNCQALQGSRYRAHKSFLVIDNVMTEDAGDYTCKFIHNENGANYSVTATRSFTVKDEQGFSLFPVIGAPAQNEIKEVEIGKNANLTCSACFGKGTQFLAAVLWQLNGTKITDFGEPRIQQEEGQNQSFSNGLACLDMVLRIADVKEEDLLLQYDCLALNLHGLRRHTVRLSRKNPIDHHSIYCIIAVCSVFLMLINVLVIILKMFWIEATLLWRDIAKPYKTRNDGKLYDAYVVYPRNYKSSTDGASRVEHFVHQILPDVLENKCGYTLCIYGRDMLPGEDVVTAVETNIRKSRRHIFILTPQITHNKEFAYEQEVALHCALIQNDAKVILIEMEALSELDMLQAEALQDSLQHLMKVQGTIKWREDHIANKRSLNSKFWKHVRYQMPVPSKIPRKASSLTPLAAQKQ
# Active calls of the source: *; i = inactive; ? = inconclusive. These rows are one share of the data, so the mix of outcomes need not match the whole.
# Start of the listing, in advance:
> O=C(CN1C(=O)CC(c2ccccc2)=Nc2ccccc21)Nc1cccc(F)c1
  ST2 IL33 inh: i

> CCCN=C(NS(=O)(=O)c1ccc(C)cc1)c1ccc(F)cc1
  ST2 IL33 inh: i

> O=C(Nc1cccc(NC(=O)c2cccc(F)c2)c1)c1cccc(F)c1
  ST2 IL33 inh: ?

# The list itself (from the top)
> O=C(CN1C(=O)CC(c2ccccc2)=Nc2ccccc21)Nc1cccc(F)c1
  ST2 IL33 inh: i

> CCCN=C(NS(=O)(=O)c1ccc(C)cc1)c1ccc(F)cc1
  ST2 IL33 inh: i

> O=C(Nc1cccc(NC(=O)c2cccc(F)c2)c1)c1cccc(F)c1
  ST2 IL33 inh: ?

> CCCN(CCC)S(=O)(=O)c1cccc2cccnc12
  ST2 IL33 inh: i

> O=C(NS(=O)(=O)c1ccc(NS(=O)(=O)c2cccs2)cc1)c1ccccc1
  ST2 IL33 inh: i

> NS(=O)(=O)c1cccc(NC(=O)c2cc(I)ccc2Cl)c1
  ST2 IL33 inh: i

> CC(=O)c1ccc(N=Cc2c(C)[nH]n(-c3ccccc3)c2=O)cc1
  ST2 IL33 inh: i

> O=C(Nc1nc(-c2ccccn2)cs1)c1cccc(Oc2ccccc2)c1
  ST2 IL33 inh: i

> COc1ccc(CNC(=O)C[C@@H]2C[C@@H](C(C)C)[C@H](CNS(=O)(=O)c3cccs3)C=C2C)cc1
  ST2 IL33 inh: i

> CCOCCCNC(=O)Cc1c(C(=O)O)[nH]c2ccc(Cl)cc12
  ST2 IL33 inh: i

> Cc1ccc(-n2c(C)cc(C(=O)CN3CCCCC3)c2C)cc1
  ST2 IL33 inh: ?

> CCC(NS(=O)(=O)c1cc([N+](=O)[O-])ccc1Cl)C12CC3CC(CC(C3)C1)C2 (stereo unspecified)
  ST2 IL33 inh: ?

> O=C(O)CCN1C(=O)C(=O)C(=C(O)c2ccccc2)C1c1ccc(F)cc1 (stereo unspecified)
  ST2 IL33 inh: i

> CC(C)(C)n1nc2c(c1NC(=O)c1c(F)cccc1Cl)CSC2
  ST2 IL33 inh: i

> COc1ccc(C2Oc3ccccc3C3CC(c4cccs4)=NN32)cc1O (stereo unspecified)
  ST2 IL33 inh: ?

> Cc1cccn2c(=O)c3cc(C(=O)Nc4ccc(C#N)cc4)sc3nc12
  ST2 IL33 inh: i

> O=C(c1cc2ccccc2[nH]1)N1CCC2(CCCN(Cc3cccnc3)C2=O)C1 (stereo unspecified)
  ST2 IL33 inh: i

> Cc1ncc2c(c1CNC(=O)Cc1ccsc1)CCN(C(=O)C(c1ccccc1)c1ccccc1)C2
  ST2 IL33 inh: i

> C=CCc1c(C)nc2nc(SCC(=O)Nc3ccc(C)c(C)c3)nn2c1C
  ST2 IL33 inh: i

> O=C(CC1CCCCC1)Nc1ccc2c(c1)OCO2
  ST2 IL33 inh: i

> CCOC(=O)c1[nH]c2ccc(F)cc2c1NC(=O)CNc1nccs1
  ST2 IL33 inh: i

> Nc1ncn2c(n1)nc1ccccc12
  ST2 IL33 inh: i

> CCCCSc1nc2n(n1)C(c1ccc(C)cc1)C(C(=O)OCC)=C(C)N2 (stereo unspecified)
  ST2 IL33 inh: i

> CC1CC(=O)C2=C(C1)OC(N)=C(C#N)C2c1ccc(Br)cc1 (stereo unspecified)
  ST2 IL33 inh: i

> Cc1c(C(=O)NCc2ccc3c(c2)OCO3)oc2ccc(S(=O)(=O)N3CCCCCC3)cc12
  ST2 IL33 inh: i

> CSCCOC(=O)C1=C(C)NC(=O)NC1c1cccc(OCc2ccccc2)c1 (stereo unspecified)
  ST2 IL33 inh: i

> O=C(NC[C@H]1O[C@@H](CO)[C@@H](O)[C@H]1N1CCN(c2ccc(F)cc2)CC1)c1cccc(F)c1
  ST2 IL33 inh: i

> Cn1cnnc1SCC(=O)NC1CC(=O)N(C2CCCCCC2)C1 (stereo unspecified)
  ST2 IL33 inh: i

> O=C(CSc1ccncc1)N1CCN2C(=O)N(Cc3ccccc3)C(=O)[C@H]2C1
  ST2 IL33 inh: i

> Cc1cccc(N2C(=O)c3c(C)nc4ccccc4c3C2=O)c1C
  ST2 IL33 inh: i

# Four of the compounds above, with bars between the fields.
SMILES | ST2 IL33 inh
CCOC(=O)c1[nH]c2ccc(F)cc2c1NC(=O)CNc1nccs1 | i
Nc1ncn2c(n1)nc1ccccc12 | i
CCCCSc1nc2n(n1)C(c1ccc(C)cc1)C(C(=O)OCC)=C(C)N2 (stereo unspecified) | i
CC1CC(=O)C2=C(C1)OC(N)=C(C#N)C2c1ccc(Br)cc1 (stereo unspecified) | i

# 5 structures out of the list, sorted by formula weight, ascending:
> Nc1ncn2c(n1)nc1ccccc12
  ST2 IL33 inh: i

> Cc1cccc(N2C(=O)c3c(C)nc4ccccc4c3C2=O)c1C
  ST2 IL33 inh: i

> Cn1cnnc1SCC(=O)NC1CC(=O)N(C2CCCCCC2)C1 (stereo unspecified)
  ST2 IL33 inh: i

> CCOC(=O)c1[nH]c2ccc(F)cc2c1NC(=O)CNc1nccs1
  ST2 IL33 inh: i

> C=CCc1c(C)nc2nc(SCC(=O)Nc3ccc(C)c(C)c3)nn2c1C
  ST2 IL33 inh: i

# Next results
> COc1ccc(CSc2cccc3cccnc23)cc1[N+](=O)[O-]
  ST2 IL33 inh: ?

> N#CC1=C(N)C(C#N)(C#N)C(c2ccco2)C2CCCC=C12 (stereo unspecified)
  ST2 IL33 inh: i

> Cn1c(C(=O)NCCC2=CCCCC2)cc2c(=O)n3ccccc3nc21
  ST2 IL33 inh: i

> COc1ccc(C)cc1NC(=O)NCCc1nc2cccnc2n1C1CCCCC1
  ST2 IL33 inh: i

> CCOC(=O)c1[nH]c2ccccc2c1NC(=O)Cc1cccs1
  ST2 IL33 inh: i

> O=C(Nc1cccc(O)c1)c1cc(-c2ccco2)on1
  ST2 IL33 inh: i

> c1ccc(-n2cccc2CNC2CCCc3nc(-c4cccnc4)ncc32)nc1 (stereo unspecified)
  ST2 IL33 inh: i

> c1ccc(-c2ncn(CCc3cccs3)c2C2CCOC2)cc1 (stereo unspecified)
  ST2 IL33 inh: i

> Brc1ccc(C2CC(c3ccccc3)n3ncnc3N2)cc1 (stereo unspecified)
  ST2 IL33 inh: i

> CCOC(=O)Cc1ccc(NC(=O)Nc2c(C)nc3nc[nH]n3c2=O)cc1
  ST2 IL33 inh: i

> Cn1c(=O)cc(SCC(=O)N2CCN(Cc3ccc4c(c3)OCO4)CC2)c2ccccc21
  ST2 IL33 inh: i

> Cc1ccc(C(=O)NC2CC(C)(C)NC(C)(C)C2)c(Cl)c1
  ST2 IL33 inh: i

> CC1CCC(NC(=O)c2cc(-c3ccncc3)nc3ccccc23)CC1 (stereo unspecified)
  ST2 IL33 inh: ?

> CCC1CN(C(=O)c2ccc(NCc3cnn(CC)c3)nc2)CCN1C(C)C (stereo unspecified)
  ST2 IL33 inh: i

> O=C(CCCn1cnc([N+](=O)[O-])n1)Nc1ccccc1C(F)(F)F
  ST2 IL33 inh: ?

> O=C1NC(O)=NC1(c1ccccc1)c1ccccc1
  ST2 IL33 inh: i

> CC1CCCCN1C(=O)c1ccc(C(=O)N2CCCCC2C)cc1 (stereo unspecified)
  ST2 IL33 inh: i

> CCCCOc1ccc(C2=N/C(=C\c3ccccc3)C(=O)O2)cc1
  ST2 IL33 inh: ?

> O=C(CC1CCC(=O)N1)NCc1cccnc1-n1cnc2ccccc21 (stereo unspecified)
  ST2 IL33 inh: ?

> COc1ccc(CCN(C)C2CCCN(C(=O)c3cscn3)C2)cc1OC (stereo unspecified)
  ST2 IL33 inh: i

> CCOc1ccc(N2C(=O)CC(SCC(=O)Nc3ccc(F)cc3)C2=O)cc1 (stereo unspecified)
  ST2 IL33 inh: i

> CCOC(=O)c1nn(CCC(F)(F)F)c2c1CN(C(=O)CSc1ccccc1)CC2
  ST2 IL33 inh: ?

> CC(C)CCNC(=O)CNC(=O)c1cccs1
  ST2 IL33 inh: i

> Cc1ccsc1-c1nc(CN2CCN(S(N)(=O)=O)CC2)c(C)o1
  ST2 IL33 inh: i

> Cc1ccnc(NCCNC2CCN(CC(C)C)CC2)c1
  ST2 IL33 inh: i

> CN1CCC2(CCN(C(=O)CCN3CCCCCCC3)CC2)C1
  ST2 IL33 inh: i

> CCOc1ccc2nc(N3CCC(C(=O)N4CCN(C5CCCCC5)CC4)CC3)nc(C)c2c1
  ST2 IL33 inh: ?

> COc1ccccc1/C=C1\C=C(c2ccc(Cl)cc2)OC1=O
  ST2 IL33 inh: ?

> COc1ccccc1NC(=O)c1c(C)nn(-c2ccccc2)c1Cl
  ST2 IL33 inh: i

> Cn1c(SCc2ccccc2)nc2c([nH]c3ccccc32)c1=O
  ST2 IL33 inh: i

> CC1=C(C(=O)Nc2cc(C)ccn2)C(c2cccs2)C2=C(CC(C)(C)CC2=O)N1 (stereo unspecified)
  ST2 IL33 inh: i

> COc1cc2c(cc1OC)C(C(=O)N1CC(C)CC(C)C1)C1c3ccccc3CCN1C2=O (stereo unspecified)
  ST2 IL33 inh: i

> Cc1ccc(-n2c(SCC(=O)c3ccccc3)nc3c(c2=O)SCC3)cc1
  ST2 IL33 inh: i

> COC(=O)C1=C(N)OC2=C(C(=O)CC(c3ccccc3)C2)C1c1cc(OC)c(OC)c(OC)c1 (stereo unspecified)
  ST2 IL33 inh: i

> CCOc1ccccc1N(C)C(=O)Cc1c(C(=O)O)[nH]c2ccccc12
  ST2 IL33 inh: i

> COc1cccc(-n2cc(CNC3CCN(S(C)(=O)=O)CC3)cn2)c1
  ST2 IL33 inh: i

> COc1ccc2nc3oc(C(=O)Nc4ccc(OC)c(Cl)c4)cc3cc2c1
  ST2 IL33 inh: 37%*

> COc1cc(S(=O)(=O)N2CCOCC2)c(OC)cc1Cl
  ST2 IL33 inh: i

> Cc1cc(C)cc(NCN2C(=O)c3ccccc3C2=O)c1
  ST2 IL33 inh: ?

> Cc1ccc(C(=O)CSc2nc3ccccc3[nH]2)cc1
  ST2 IL33 inh: i

> CC(C)CN1C(=O)N(C)C(=O)C12CCN(Cc1ccc(OC(F)(F)F)cc1)CC2
  ST2 IL33 inh: ?

> COc1ccccc1C(=O)Nc1ccc(C)cc1
  ST2 IL33 inh: i

> COc1ccc(NC(=O)c2cnn(-c3ccccc3)c2NC(=O)c2ccccc2F)c(OC)c1
  ST2 IL33 inh: ?

> COC(=O)c1ccc(-n2c(/C=C\c3ccc(F)c(F)c3)nc3ccccc3c2=O)cc1
  ST2 IL33 inh: ?

> Cc1cccc(N2C(=O)CC3CS(=O)(=O)CC32)c1C (stereo unspecified)
  ST2 IL33 inh: i

> Cc1ccc(NC(=O)c2c(C)nc3ccccn23)cc1
  ST2 IL33 inh: ?

> CCN1C(=O)CC(C(=O)Nc2ccccc2OC)SC1=Nc1cccc(C(F)(F)F)c1 (stereo unspecified)
  ST2 IL33 inh: i

> O=C(Cc1ccccc1)Nc1nnc(N=Cc2ccc([N+](=O)[O-])s2)s1
  ST2 IL33 inh: i
